# Bioassay records from PubChem.
# ERG Ets-DNA blk: blocks human ERG Ets domain binding to DNA. AID 624246. Potency, µM (highest dose often 76.9 µM), without a hit: at the top dose FP activity, negative = inhibition, hits mostly inhibitors. hit rate 0.028% among 370,000. fluorescence polarization, His-ERG Ets domain / labelled DNA. P11308; active means well fitted inhibition curve with a large enough effect in the polarisation, with a control signal flat; inconclusive means small, poorly fitted or top-dose-only effect, or effect the other way, or a change in a side signal; inactive means no such curve, though single readings can be large or run the other way; the % refers to the polarisation;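 further: polarization taken with two DNA probes labelled with fluorescein and Texas red; potency means the concentration at half of the fitted maximal effect; % of control where 0% means no effect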
#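 His-tagged ERG Ets domain (1 uM in the protein solution; 300mM KCl, 50mM Tris-HCl, 1mM EDTA, 1mM DTT, pH 7.5) received compound, then a probe mix of 5 nM fluorescein-DNA and 100nM Texas-615-DNA. Fluorescence polarization was read for both dyes.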
# D2 ag: activates the human D2 dopamine receptor; P14416; HEK293 T-REx D2 cells, calcium flux agonist mode; activation, % at 2 µM; hit rate 0.53% among 340,000; AID 485358;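 active means activation over 3 SD above normal in the single-dose calcium agonist read, cut at about 30% in these data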; further: 0% is about no effect
# Target sequence (P14416 whole entry, looked up): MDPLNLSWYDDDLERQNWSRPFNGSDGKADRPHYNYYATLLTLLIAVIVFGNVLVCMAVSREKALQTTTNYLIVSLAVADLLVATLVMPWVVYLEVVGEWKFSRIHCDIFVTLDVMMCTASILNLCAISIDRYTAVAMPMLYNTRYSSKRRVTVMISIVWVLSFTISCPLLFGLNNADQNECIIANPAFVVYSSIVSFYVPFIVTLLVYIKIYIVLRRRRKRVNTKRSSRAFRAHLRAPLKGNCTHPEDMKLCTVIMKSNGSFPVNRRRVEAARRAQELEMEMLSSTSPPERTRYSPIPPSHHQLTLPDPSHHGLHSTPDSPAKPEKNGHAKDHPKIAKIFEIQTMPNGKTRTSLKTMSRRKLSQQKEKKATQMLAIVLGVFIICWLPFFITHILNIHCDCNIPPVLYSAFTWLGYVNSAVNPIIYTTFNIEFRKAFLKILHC
#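 Tetracycline-induced HEK293 Trex cells with D2 receptor force-coupled to calcium signaling, plated overnight at 30 C and loaded with no-wash calcium dye. Calcium flux read kinetically for 180 s after compound addition; responses flag agonists.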
# Glioma ERSR ind: ER stress response induction in glioma; U87-MG GRP78 promoter luciferase reporter, 16 h; AID 602332; hit rate 0.02% among 420,000; Potency, µM, without a hit: at the highest dose activation, hits mostly activators; further: potency means the concentration at half of the fitted maximal effect; series mostly up to about 76 µM; % of control where 0% means no effect; nearly all actives have a fitted effect of over 35% in size
#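 Stably transfected U87-MG human glioma cells carrying a GRP78-based luminescent sensor were seeded at 1000 cells/well, pin-dosed with compounds and incubated 16 h. Luciferase reagent was then added, and end-point luminescence was read after 10 min at room temperature.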
# ALOX12 inh: blocks human arachidonate 12S-lipoxygenase; P18054; purified 12hLO, xylenol orange hydroperoxide absorbance; Potency, µM (series often up to 108 µM), for the others: top-dose activity change, negative = inhibition, usual class: inhibitors; hit rate 1.1% among 580,000; AID 1671190; further: potency means the concentration at half of the fitted maximal effect; on the % scale 0 is the no-effect control and ±100 the full control effect
#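 Purified human 12hLO (150 nM final) in 25 mM Hepes, 0.01% Triton X-100, pH 7.0 was preincubated 15 min at room temperature with compound. Then 40 uM arachidonic acid was added, 30 min. Hydroperoxide was read by Fe-XO absorbance ratio 573/405 nm.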
# Vif-APOBEC3G blk: blocks the Vif interaction with human APOBEC3G; HeLa A3G-eYFP + Vif (tagged APOBEC3G with the HIV-1 protein that degrades it), YFP fluorescence, overnight; AID 602310; hit rate 0.076% among 410,000; Potency, µM (top dose mostly 46.1 µM), for the others: at the highest dose activity, negative = active, actives largely listed as inhibitors;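 further: potency means the concentration at half of the fitted maximal effect; on the % scale 0 is the no-effect control and ±100 the full control effect; nearly all actives have a fitted effect of over 60% in size; hits raise eYFP signal because A3G escapes Vif-driven loss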
# Target sequence (Q9HC16 whole entry, looked up): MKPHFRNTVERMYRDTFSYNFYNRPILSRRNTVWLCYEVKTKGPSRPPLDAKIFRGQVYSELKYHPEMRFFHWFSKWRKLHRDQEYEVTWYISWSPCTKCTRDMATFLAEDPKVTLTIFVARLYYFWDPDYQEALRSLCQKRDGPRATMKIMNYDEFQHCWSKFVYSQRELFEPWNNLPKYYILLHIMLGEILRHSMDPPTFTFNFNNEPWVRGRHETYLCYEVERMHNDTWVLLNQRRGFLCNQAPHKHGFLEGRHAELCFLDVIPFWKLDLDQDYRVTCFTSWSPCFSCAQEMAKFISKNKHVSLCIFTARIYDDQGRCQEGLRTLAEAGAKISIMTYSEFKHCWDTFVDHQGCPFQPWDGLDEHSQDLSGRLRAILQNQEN
#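 Read-out is eYFP fluorescence (Ex 488/Em 500-530) from Vif-expressing HeLa A3G-eYFP cells; more signal means A3G escaped Vif-mediated degradation. Cells plated overnight, compound pinned in, incubated overnight at 37 deg C.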
# RGS4 inhibitor: inhibitors of human regulator of G protein signaling 4; P49798; AID 504845; Transcreener GDP fluorescence polarization, RGS4-accelerated GTP hydrolysis; Potency, µM (titrated, usually from 114 µM), for the others: at the top dose activity change, negative = inhibition, actives largely listed as inhibitors; hit rate 0.039% among 390,000; further: potency means the concentration at half of the fitted maximal effect; on the % scale 0 is the no-effect control and ±100 the full control effect; nearly all actives have a fitted effect of over 75% in size; some results filed as inactive show a strong effect at the top dose
# Target sequence (P49798 whole entry, looked up): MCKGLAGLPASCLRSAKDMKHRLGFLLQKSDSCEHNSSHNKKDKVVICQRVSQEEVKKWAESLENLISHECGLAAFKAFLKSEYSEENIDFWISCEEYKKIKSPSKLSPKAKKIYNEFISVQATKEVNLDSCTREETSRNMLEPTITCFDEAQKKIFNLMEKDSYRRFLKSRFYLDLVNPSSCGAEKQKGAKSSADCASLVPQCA
#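 MLSMR compounds (23 nl, pin-transferred) preincubated 10 min at room temperature with a 500nM (2x) first reagent, then RGS4 at 900nM (2x) plus Transcreener GDP mix added; fluorescence polarization (620/688 nm) read before and after 90 min at 30 °C.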
# D2 antagonist: antagonists of human D2 dopamine receptor | HEK293 TREx D2 cells, calcium flux, dopamine EC80 | inhibition, % at 10 µM | hit rate 2% among 340,000; in the data active means inhibition above about 30%; further: 0% is about no effect
#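 In this primary screen, negative modulation is detected by tracking calcium flux after an EC80 dopamine challenge in inducible HEK293 T-REx D2 cells preexposed to test compound for 180 s.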
# Vif-A3F inh: inhibitors of Vif-A3F interaction. HeLa A3F-eYFP + Vif (tagged APOBEC3F with the HIV-1 protein that degrades it), YFP fluorescence increase. Potency, µM (titrated, usually from 46.1 µM), inactives show at the highest dose activity, negative = active. hit rate 0.2% among 390,000. AID 602313; further: potency means the concentration at half of the fitted maximal effect; % of control where 0% means no effect; nearly all actives have a fitted effect of over 65% in size
#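 Fluorescence increase (Ex 488/Em 500-530) after overnight compound treatment at 37 deg C flags inhibition of Vif-driven A3F-eYFP loss in stable HeLa A3F-eYFP/Vif cells seeded overnight beforehand.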
# LDHA inh: LDHA (human) enzyme inhibition | activity change, % (values are at about 110 or 230 µM) | hit rate 0.15% among 480,000 | P00338 | purified LDHA, NADH/diaphorase-resazurin fluorescence; stronger effect = lower value; in the data active means activity change below about -30%; inconclusive means mostly about -25% to -30%;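 further: plate controls were DMSO wells for no effect and wells without enzyme for full effect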
#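 Resorufin fluorescence (ex540/em590), read at 0 and 20 min after diaphorase/resazurin addition, reports the NADH left after a 5 min room-temperature reaction of 2 nM human LDH5 with 0.06 mM NADH and 0.2 mM pyruvate.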
# Active calls of the source: *; ? = inconclusive; nt = no result given; [ ] = another dose, or the depositor's remark. Unless noted, the call rests on the fitted dose curve; in most records, active means well fitted curve in the direction sought with a large enough effect; inconclusive means small, poorly fitted or top-dose-only effect, or another doubt; inactive means no such curve, though single readings can be large; an effect the other way counts as inactive or inconclusive.
# A first look, 2 compounds:
SMILES,ERG Ets-DNA blk,D2 ag,Glioma ERSR ind,ALOX12 inh,Vif-APOBEC3G blk,RGS4 inhibitor,D2 antagonist,Vif-A3F inh,LDHA inh
CC(C)(C)c1ccc(C(=O)O)c(C(=O)c2ccc(C(=O)O)cc2)c1,-5%,-0.9,0%,3%,1%,0%,0,7%,-9
COCCNC(=S)N1CCN(Cc2ccc3c(c2)OCO3)CC1,9%,nt,0%,16%,-5%,6%,nt,-19%,-9

# The listing, previewed entries included:
SMILES,ERG Ets-DNA blk,D2 ag,Glioma ERSR ind,ALOX12 inh,Vif-APOBEC3G blk,RGS4 inhibitor,D2 antagonist,Vif-A3F inh,LDHA inh
CC(C)(C)c1ccc(C(=O)O)c(C(=O)c2ccc(C(=O)O)cc2)c1,-5%,-0.9,0%,3%,1%,0%,0,7%,-9
COCCNC(=S)N1CCN(Cc2ccc3c(c2)OCO3)CC1,9%,nt,0%,16%,-5%,6%,nt,-19%,-9
O=c1cc(N2CCN(c3ccccc3)CC2)[nH]c(=O)n1Cc1ccc(F)cc1,0%,-2.1,4%,18%,2%,-8%,-28,-9%,-2
Cc1ccc2c(CC(=O)Nc3ccc(N4CCN(C)CC4)cc3C)coc2c1,1%,-0.2,1%,-33%,0%,-11%,-7,-1%,3
CCN1CCN(C(=O)Cn2nc(-c3ccc(Cl)cc3)ccc2=O)CC1,8%,0.1,-3%,-26%,9%,-14%,-3,-2%,-3
COc1ccc(NC(=O)C2CCN(S(=O)(=O)c3ccc(N4CCCC4=O)cc3)CC2)cc1OC,3%,-1.5,-4%,-24%,0%,-12%[11.4 µM],24,1%,0
COc1ccccc1-c1sc2ccccc2c1-c1ccccc1OC,-8%,-0.9,-5%,10%,-5%,-13%,-5,5%,-2
CC1Cc2cc(S(=O)(=O)N3CCN(c4ccccc4F)CC3)ccc2N1C(=O)C1CC1 (stereo not drawn),5%,0.8,-4%,9%,0%,-22%,-22,2%,-2
Cc1cccc(NC(=O)CSc2nc(-c3cccs3)cc(C(F)(F)F)c2C#N)c1C,5%,1.6,-2%,-1%,-4%,-2%,nt,-4%,-2
CC1Cc2ccccc2N1C(=O)CSc1nnc(CSc2ncccn2)n1C (stereo not drawn),2%,0.6,-2%,?,2%,-20%,-17,0%,-3
O=C(CSc1nc2cccc(F)c2c(=O)n1-c1ccccc1)Nc1ccc2c(c1)CCC2,nt,nt,-1%,4%,-6%,nt,nt,nt,-4
CCC12CN3CCN(CC(C3)/C1=N\NC(=O)c1ccc(F)cc1)C2,-1%,-0.1,4%,2%,-4%,?,-6,2%,-5
Cc1ccc(-c2c[nH]c(=S)n2-c2ccccc2F)cc1,1%,-1.0,-7%,35µM*,0%,-33%,12,-6%,-3
CCc1ccc(-c2nc(CN3CCC(C(=O)N4CCN(c5ccccn5)CC4)CC3)c(C)o2)cc1,-8%,-0.4,-1%,-59%,2%,-7%,-9,-9%,0
O=C1CN(C(=O)COc2ccccc2)c2ccccc2N1,3%,-0.4,2%,0%,-1%,21%,4,-4%,2
CCOc1ccc(CCN2C(=O)CCC2(C)C(=O)NC(C)CC)cc1OCC (stereo not drawn),2%,-1.1,-4%,3%,-5%,4%,-3,0%,3
CC(C)c1ccc(CNc2nnnn2C)cc1,7%,0.1,1%,0%,1%,19%,11,1%,-4
Cc1cc(C)cc(NC(=O)c2cc(C)nc3c2c(C)nn3-c2ccccc2)c1,2%,-0.1,-4%,-28%,4%,3%,nt,3%,-1
O=C(c1ccccc1CCc1ccccc1)N1CCCC1,-9%,0.5,0%,-2%,1%,26%,-3,-1%,-3
Cc1ccc(NC(=O)CN(C)C(=O)c2ccc(Cl)nc2)cc1,-4%,0.1,-3%,-10%,-2%,3%,22,-9%,2
CCOP(=O)(OCC)c1nc(-c2ccc(Cl)cc2Cl)oc1N1CCCCC1,-3%,1.4,-1%,-19%,-9%,-10%,6,-1%,9
CC1=C(C(=O)N2CCCCC2)C(c2cccs2)NC(=O)N1 (stereo not drawn),-13%,0.1,-5%,0%,5%,10%,17,0%,-8
Cc1cc(NC(=O)c2cccs2)n(-c2ccccc2)n1,1%,1.6,-3%,0%,-1%,16%,1,-14%,-7
S=C(NCCc1ccccc1)NCC(c1ccco1)N1CCCCC1 (stereo not drawn),5%,nt,1%,?,6%,-1%,nt,0%,-12
COc1ccccc1C(=O)Nc1ccc2c3c(cccc13)CC2,0%,0.7,2%,6%,-3%,-15%,13,-5%,1
# Going on with the list.
SMILES,ERG Ets-DNA blk,D2 ag,Glioma ERSR ind,ALOX12 inh,Vif-APOBEC3G blk,RGS4 inhibitor,D2 antagonist,Vif-A3F inh,LDHA inh
COc1ccc(CN2C(=O)N(c3ccccc3)C(=O)C2CC(=O)Nc2ccccc2)cc1OC (stereo not drawn),-1%,0.6,1%,-8%,-2%,15%,6,3%,-6
Cc1ccc(-c2[nH]c3cc(C(=O)NCCCn4ccnc4)ccc3c(=O)c2O)cc1,-2%,0.0,-1%,-15%,-5%,-12%,26,-5%,1
Cc1cccc(OCc2nnc(SCC(=O)Nc3cccc(C(=O)N4CCOCC4)c3)o2)c1C,8%,0.8,-2%,?,2%,-12%,-1,9%,-10
O=C(OCn1nnc2ccccc2c1=O)C1CCN(S(=O)(=O)c2cccs2)CC1,-7%,-1.0,-5%,0%,3%,0%[11.4 µM],-11,-2%,-2
O=C(COC(=O)c1cc(-c2ccccc2)nc2ccccc12)c1ccc(Br)cc1,5%,nt,9%,-24%,-3%,4%,nt,-1%,2
Cn1c(SCC(=O)Nc2ccccc2F)nc2c(c1=O)SCC2,-13%,-0.4,-3%,-22%,2%,-17%,3,5%,0
Oc1c(CN2CCCCC2)cc(COCc2ccccc2)c2cccnc12,-8%,-1.2,-2%,-12%,-8%,-22%,-19,?,6
Cc1cc(C)n(C(=O)CNC(=O)C2COc3ccccc3O2)n1 (stereo not drawn),-13%,0.5,-5%,-6%,1%,3%,5,nt,-1
CCN(CC(=O)NCc1ccc(F)cc1)Cc1nc2cc(Cl)ccc2c(=O)[nH]1,-7%,-0.2,7%,5%,-8%,-5%,-1,nt,-6
Cc1cccc(C)c1NC(=O)CN(c1ccccn1)S(=O)(=O)c1ccccc1,-5%,0.0,-3%,-3%,-12%,14%,9,0%,-9
COC(=O)c1cc(C(=O)OCC(=O)NC2CCS(=O)(=O)C2)cc([N+](=O)[O-])c1 (stereo not drawn),0%,1.4,-3%,1%,-1%,-10%,-3,4%,1
Cc1ccc2c(c1)N(CC(=O)NC1CCCc3ccccc31)C(=O)CO2 (stereo not drawn),?,0.8,-4%,0%,0%,8%,7,-12%,-4
CCc1ccc(C(=O)NC2CCCCC2)s1,-4%,-0.1,6%,5%,-6%,20%,1,-1%,2
CCOC(=O)C(C)Sc1nc(-c2ccccc2)ccc1C#N (stereo not drawn),-4%,0.9,3%,-24%,-26%,-7%,nt,-2%,-6
CC(OC(=O)c1cc[n+]([O-])cc1)C(=O)Nc1ccc(Cl)cn1 (stereo not drawn),2%,0.1,2%,0%,0%,-19%,-9,0%,-4
Cc1ccc(NC(=O)CCNC(=O)c2ccc([N+](=O)[O-])cc2)cc1S(=O)(=O)N1CCOCC1,-4%,-0.6,-3%,123%[activator],-1%,-34%,5,-1%,1
CNC(=O)C1Cc2c(-c3cccc(F)c3)ccnc2O1 (stereo not drawn),nt,nt,-5%,1%,-1%,nt,nt,nt,-4
CCN(CC)c1ccc2c(c1)C(=O)N(C)C2=O,0%,-0.7,5%,229%[activator],1%,-3%,-16,7%,-3
Cc1ccc(OCC(=O)N(Cc2ccco2)C2CCS(=O)(=O)C2)cc1C (stereo not drawn),-2%,0.1,0%,nt,0%,3%,12,4%,2
COc1ccc(C2CC(c3ccccc3)=NN2C(=O)COC(=O)c2cccc(N)c2)cc1 (stereo not drawn),-3%,nt,8%,1%,0%,-13%,nt,0%,-2
COc1ccc(S(=O)(=O)Nc2cc3c(C(=O)OC(C)C)c(C)oc3c3ccccc23)cc1,2%,nt,1%,-25%,?,-16%,nt,-1%,11
COc1cccc(C(=O)NCCS(=O)(=O)N(C)C2CCCCC2)c1,nt,-0.1,6%,-24%,-1%,6%,12,5%,-3
COCCn1nnnc1CN1C2CCCC1CC(NC(C)=O)C2 (stereo not drawn),1%,-0.1,-5%,51%[activator],-4%,34%,-4,1%,-9
CC(C)(C)C(=O)Nc1cccc(-c2cc(-c3c(Cl)cccc3Cl)no2)c1,1%,-3.9,-1%,0%,-2%,-20%,-6,0%,-3
Cc1cc(NNC(=O)c2cccc(C(F)(F)F)c2)nc2c1c(C)nn2C,-18%,0.6,-4%,23%,3%,7%,2,-3%,-3
O=C(NN=Cc1cc(Cl)ccc1[N+](=O)[O-])c1cccc2ccccc12,6%,nt,-1%,?,2%,4%,nt,10%,-7
COc1ccc(OC)c(C(=O)CSc2nnc(-c3cccs3)n2C)c1,0%,-0.2,-7%,441%[activator],3%,-16%,25,-1%,-9
Cc1c(-c2cccc(NC(=O)Nc3ccccc3)c2)nc2ncccn12,-1%,0.8,-4%,-14%,-10%,-36%,nt,0%,-2
CCOc1ccc2nc(NC(=O)c3ccc(S(=O)(=O)N4CCOCC4)cc3)sc2c1,0%,0.3,-3%,0%,1%,-29%[11.4 µM],-7,-9%,1
CCOC(=O)Cn1nc(C)n(-c2ccccc2)c1=O,-5%,0.1,1%,-21%,1%,-4%,5,-1%,-12

# An excerpt; count on the stated rates, not on these rows.
